# Screens deposited in PubChem by several laboratories.
# PG9 Ab binder: PG9 antibody binding by small molecule; TR-FRET gp120-PG9 antibody binding; inhibition, % at 6.7 µM; actives 0.43% (n = 360,000); AID 624416; in the data active means inhibition above about 8.5%
# ADAM17 inh: inhibits human ADAM17 | P78536 | recombinant ADAM17, EDANS/DABCYL FRET peptide cleavage | inhibition, % at 6.95 µM | actives 0.83% (n = 370,000);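 active means inhibition above the mean of compounds lying between control limits plus 3 SD, set per campaign, cut at about 8.5% in these data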;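 further: 0% = DMSO-only wells as the low control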
# DAX1 inh-1: inhibits human nuclear receptor DAX1; P51843; HEK293 Gal4-DAX1 luciferase reporter, luminescence; inhibition, % at 6.75 µM; actives 0.99% (n = 340,000); AID 504766;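 active means inhibition above the mean over all tested compounds plus 3 SD, cut at about 4.2% in these data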;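 further: 0% = DAX1-transfected cells with DMSO and 100% = empty-vector control cells with DMSO; inhibition shows as a rise in luminescence from relieved DAX1 repression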
# Target sequence (P51843 207-470 limits assumed): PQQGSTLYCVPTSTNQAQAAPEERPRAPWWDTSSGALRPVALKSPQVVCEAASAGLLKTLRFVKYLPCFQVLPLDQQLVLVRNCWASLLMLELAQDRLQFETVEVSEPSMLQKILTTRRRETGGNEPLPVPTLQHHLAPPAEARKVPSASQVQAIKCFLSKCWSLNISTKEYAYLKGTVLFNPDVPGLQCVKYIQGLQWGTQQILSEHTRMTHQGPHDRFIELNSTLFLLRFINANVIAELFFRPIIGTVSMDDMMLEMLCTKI
# FXN GAA850 act: frataxin GAA850 promoter activation; actives 0.56% (n = 360,000); HEK293 lucGAA850 FXN promoter luciferase reporter, 24 h; percent of 10 µM SAHA response; activation, % at 6 µM; AID 540364;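 active means activation above the average of all compounds screened plus 3 SD, cutoff fixed separately per campaign, cut at about 7.5% in these data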;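 further: 0% = DMSO wells and 100% = 10 µM SAHA wells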
# hcDAF-12 act: activators of H. contortus DAF-12 nuclear receptor; HEK293 hcDAF-12 lit1-tk-luc reporter, luminescence; 0% DMSO, 100% Δ7-dafachronic acid; activation, % at 6.8 µM; actives 1.4% (n = 370,000); AID 652067;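 active means activation above the mean of all tested compounds plus 3 SD, cut at about 5.5% in these data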;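 further: 100% = response to 3 µM Δ7-dafachronic acid high control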
# SMARCA2 activ: increases SMARCA2 function in MMTV reporter cells | MG213 cells, MMTV-luciferase reporter, dexamethasone, overnight | activation, % at 9.1 µM | actives 1% (n = 370,000); in the data active means activation above about 7.8%;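 further: 0% = vehicle wells and 100% = reference activator wells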
# DAX1 inh-2: DAX1 (NR0B1) inhibition, primary screen; AID 652010; HEK293T StAR-luciferase reporter, SF-1/DAX-1 repression relief; inhibition, % at 6.8 µM; actives 1.1% (n = 370,000);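 active means inhibition above the mean over all tested compounds plus 3 SD, cut at about 3.6% in these data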;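 further: 0% = DAX-1 cells with DMSO and 100% = cells lacking DAX-1 with DMSO; higher inhibition means more luminescence from relief of DAX-1 repression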
# ADAM10 inh: ADAM10 inhibition, QFRET primary screen. inhibition, % at 7 µM. AID 720582. O14672. recombinant ADAM10, EDANS/DABCYL FRET peptide cleavage, 3 h. actives 0.62% (n = 370,000);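 active means inhibition above a per-campaign cutoff equal to the mean of compounds falling between control-based bounds plus 3 SD, cut at about 20% in these data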;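 further: 0% = DMSO wells while the 100% control is not disclosed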
# Target sequence (O14672 214-748 limits assumed): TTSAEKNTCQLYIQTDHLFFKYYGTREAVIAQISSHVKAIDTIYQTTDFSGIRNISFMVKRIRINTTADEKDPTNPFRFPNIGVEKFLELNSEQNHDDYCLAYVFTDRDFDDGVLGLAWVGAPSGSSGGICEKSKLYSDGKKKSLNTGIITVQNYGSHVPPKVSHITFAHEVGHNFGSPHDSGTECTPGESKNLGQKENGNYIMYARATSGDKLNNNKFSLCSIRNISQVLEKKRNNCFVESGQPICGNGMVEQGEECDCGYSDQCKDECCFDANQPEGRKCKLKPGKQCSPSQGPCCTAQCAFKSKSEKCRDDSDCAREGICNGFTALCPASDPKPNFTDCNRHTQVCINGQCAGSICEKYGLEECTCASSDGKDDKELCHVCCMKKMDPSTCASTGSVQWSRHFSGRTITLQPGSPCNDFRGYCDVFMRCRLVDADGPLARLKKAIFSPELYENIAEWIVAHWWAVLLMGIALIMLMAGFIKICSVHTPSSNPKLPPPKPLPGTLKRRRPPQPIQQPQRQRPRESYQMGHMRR
# ssDAF12 agonist: S. stercoralis DAF-12 activation, primary screen. HEK293 ssDAF-12/GRIP1 lit1-tk-luc reporter, luminescence; % of 3 µM dafachronic acid response. activation, % at 6.8 µM. actives 1% (n = 370,000). AID 652126;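 active means activation above the mean over all tested compounds plus 3 SD, cut at about 0.9% in these data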;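 further: 0% = DMSO-only wells and 100% = 3 µM delta7-dafachronic acid wells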
# NPR1 activator: GC-A (human) enzyme activation. P16066. actives 0.14% (n = 370,000). HEK293 GC-A cells, cGMP TR-FRET, EC30 ANP; 0% at EC30 ANP, 100% saturating ANP. AID 1671463. activation, % at 10 µM; in the data active means activation above about 40%
# hgDAF12 agonist: activates the H. glycines DAF-12 receptor ligand-binding domain; HEK293 GAL4-hgDAF12 UAS-luciferase reporter, agonist luminescence; normalized to butyrate control; activation, % at 6.8 µM; actives 1.8% (n = 370,000); AID 687014;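 active means activation above a cutoff set at the mean of all screened compounds plus 3 SD, cut at about 10% in these data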;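 further: 0% = DMSO wells and 100% = sodium butyrate wells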
# The depositor's hits bear a star; i = inactive; nt = not tested or not shown.
SMILES,PG9 Ab binder,ADAM17 inh,DAX1 inh-1,FXN GAA850 act,hcDAF-12 act,SMARCA2 activ,DAX1 inh-2,ADAM10 inh,ssDAF12 agonist,NPR1 activator,hgDAF12 agonist
CC(C)(C)N=C(NS(=O)(=O)c1cccs1)c1ccccc1,-0.9,-1,0.8,1.0,-1.0,-1,-1.7,1,-1.2,-1,-1.5
COc1ccc(CNC2CCC23CCC(C)CC3)cc1 (centres undefined),nt,-6,nt,nt,-1.2,nt,nt,-9,-0.8,-4,-0.4
CN(C)CCN1CCc2ccccc21,-2.7,-2,0.6,-1.5,0.6,-1,0.1,-12,-1.0,-3,0.5
O=CC(=O)c1ccccc1,-1.9,-8,-0.2,0.4,-0.5,-1,1.0,-12,-0.3,3,2.1
COCCNCC(=O)N1c2ccccc2Sc2ccccc21,0.5,-3,-0.2,-0.3,-1.7,0,-0.4,-6,-1.2,-9,0.8
Cc1ccc(C)c(C(=O)CSc2nc(N)cc(=O)[nH]2)c1,1.4,0,-0.5,1.3,-1.5,-3,0.3,0,-0.9,1,-2.1
C=CCNC(=O)c1ccccc1S(=O)c1ccccc1C#N (centres undefined),-0.7,1,0.8,-0.4,-0.9,2,0.0,5,-1.1,-1,-0.5
Cc1c(CCO)sc[n+]1CC(=O)OC12CC3CC(CC(C3)C1)C2,-2.3,1,-0.5,1.8,-0.1,-5,0.5,5,-0.5,1,1.1
Cn1c(N2CCOCC2)c(C=O)c2ccccc21,-1.5,-11,0.6,-0.1,-1.4,0,-0.7,-21,-1.2,-3,-1.3
CC(=O)N1CC(=O)N=C1SCC(=O)Nc1nc(-c2ccccc2)c(-c2ccccc2)s1,-2.4,4,-0.8,5.6,-3.6,4,-0.8,8,-0.9,-10,-3.1
COc1ccccc1N1CCN(C(=O)CCNS(=O)(=O)c2ccc3c(c2)CCC(=O)N3)CC1,-1.1,0,0.1,-0.7,0.2,-3,-0.8,3,-1.1,1,-1.7
CCOC(=O)CCCNC(=O)COC(=O)CCC(=O)c1ccc(F)cc1,-1.1,-2,1.3,0.8,-0.6,2,-0.9,7,-0.8,0,2.8
COc1ccc(/C=N/Nc2nncc3ccccc23)cc1,-3.6,0,-1.6,5.6,11*,8.5*,6.4*,0,1.9*,-4,17*
CCc1ccc2[nH]cc(C(=O)N3CCCCCC3)c(=O)c2c1,-1.2,-3,-0.3,-0.1,0.1,6,0.7,-2,-1.1,1,0.2
Cc1ccc(S(=O)(=O)NCc2ccc(C(=O)NC3CCCCC3)cc2)cc1,-1.4,-1,-0.2,-0.4,0.0,-5,-0.2,6,-0.9,-1,-2.2
Cc1cccc(CN2CCN(CC(=O)NCCCN3CCCC3=O)C2=O)c1,-0.4,0,1.2,0.3,0.5,1,0.0,1,-0.7,3,0.2
O=C1C(=Cc2ccc(F)cc2)Cc2ccccc21,-1.0,0,nt,nt,-0.2,5,-0.2,0,0.1,-5,3.7
CCOC(=O)C(NC(C)=O)(NS(=O)(=O)c1ccccc1)C(F)(F)F (centres undefined),0.7,-2,0.6,-1.0,-1.0,-2,-0.4,5,-0.7,6,0.7
COc1ccc(CC(=O)Nc2ccc(S(=O)(=O)Nc3cc(C)nc(C)n3)cc2)cc1OC,4.9,-4,0.8,-1.8,0.5,-2,-0.3,-19,-1.4,1,0.3
CCOC(=O)c1nc2sc3c(c2c(=O)[nH]1)CCCC3,-1.1,-477,1.1,-1.9,-0.7,2,-0.1,i,-0.7,8,-1.4

# Taken from above.
# Entry for CCc1ccc2[nH]cc(C(=O)N3CCCCCC3)c(=O)c2c1 in hgDAF12 agonist: 0.2
# Entry for COc1ccc(/C=N/Nc2nncc3ccccc23)cc1 in PG9 Ab binder: -3.6

# The list continues.
SMILES,PG9 Ab binder,ADAM17 inh,DAX1 inh-1,FXN GAA850 act,hcDAF-12 act,SMARCA2 activ,DAX1 inh-2,ADAM10 inh,ssDAF12 agonist,NPR1 activator,hgDAF12 agonist
Cc1nccn1-c1cc(C(C)(C)C)nc2c(-c3ccccc3)cnn12,-2.6,-5,1.9,3.0,0.2,2,0.9,9,-1.5,-5,0.6
Cc1ccc(C(=O)N(CN2CCCC2=O)c2ccc(F)cc2)cc1,0.4,-2,1.4,1.3,-0.1,-1,-0.1,-2,-0.8,0,2.0
COc1ccc(OC)c(NC(=O)C2CCN(c3cc(-c4ccccc4)nc4ncnn34)CC2)c1,-1.8,3,-0.7,1.6,-0.8,0,0.0,0,-1.3,-1,-2.7
CC(=O)c1ccccc1OC(=O)COc1ccc(Cl)cc1C,-1.5,-2,nt,nt,-1.1,0,-0.6,-1,-1.1,4,3.5
Nn1c(SCC(=O)N2CCOCC2)nnc1C1CC1,-1.1,-3,-0.3,1.2,0.5,-3,-0.1,-3,-1.4,3,1.8
Cc1ccc(S(=O)(=O)N2CCC(C)CC2)cc1C(=O)NCc1ccccn1,0.0,0,-0.3,-0.2,-0.4,-1,0.1,0,-1.4,-8,-1.8
CC(Oc1cccc(Cl)c1)C(=O)Nc1nc(-c2ccccn2)cs1 (centres undefined),0.0,-2,0.1,-0.1,0.6,5,-4.7,-3,-0.5,7,-3.0
CN(C)/C=C/C(=O)c1cnc(-c2ccccc2Cl)s1,-4.0,-1,1.8,3.2,1.8,1,2.5,-2,-0.5,12,0.3
C=CCOc1ccccc1/C=N/O,0.6,-7,3.4,3.7,-1.1,0,1.0,-4,-0.7,1,1.3
CC1CN(S(=O)(=O)c2ccc(C(=O)O)cc2)CC(C)O1 (centres undefined),-0.3,-5,0.8,-1.9,-0.7,0,0.6,-7,-2.0,6,1.7
CC(C)(C)n1nc(C2CC2)c(Br)c1NC(=O)c1ccccc1Cl,-2.1,2,nt,nt,-0.9,-4,1.2,11,-1.3,4,0.8
CCOC(=O)N1CCN(C(=O)Cn2nc(C)n3nc(-c4ccccc4)cc3c2=O)CC1,0.6,-3,0.6,2.3,1.1,-3,-0.1,1,-0.6,1,-0.7
COc1cccc(CN2CCNC(=O)C2CC(=O)N(C)CC2CCOCC2)c1OC (centres undefined),-1.1,-5,0.5,-1.1,-0.7,2,0.3,-14,-1.1,-2,2.7
CCN(CC)C(=O)C1=C(C)N(Cc2ccc(C(C)(C)C)cc2)C(=O)C(CC(=O)NC2CC2)C1 (centres undefined),0.6,-3,-1.1,1.6,-0.5,-5,-0.2,-20,-0.4,0,-4.2
COc1ccccc1C(=O)NC(=O)COC(=O)c1ccc([N+](=O)[O-])cc1Cl,0.5,4,-0.7,0.4,0.9,0,0.2,-19,-1.1,-5,-0.5
Cc1cc(NC(=O)CCC(=O)NNC(=O)c2ccc(C(C)(C)C)cc2)no1,-1.1,-4,-1.3,1.2,1.3,2,-0.2,1,-0.1,-1,8.6
COc1ccc(C)cc1S(=O)(=O)N(CC(N)=O)Cc1ccccc1,0.7,1,1.9,2.9,0.3,0,-0.1,7,-0.5,-5,0.9
CSc1nnc(CNC(=O)c2ccccc2)n1-c1cccc(C)c1,0.7,3,-0.3,1.7,0.0,-6,0.0,-4,-1.6,0,0.1
CCC(=O)Oc1ccc2c(C)cc(=O)oc2c1C(=O)c1ccccc1,-1.1,-20,-0.4,-1.0,-1.0,-4,0.0,-63,-1.0,1,0.2
Cc1ccc(-n2ncc3c(NNC(=O)c4ccco4)ncnc32)cc1C,-0.3,-5,-0.2,-3.2,-2.6,-1,-0.9,5,-1.3,30,-2.0
COc1ccccc1/C=C/C=N/NC(=O)CCn1nnc2ccccc21,-4.0,-11,-1.0,-1.7,-0.3,2,-0.8,-35,-2.0,11,-0.7
COCCN1CN(S(=O)(=O)c2ccc(Cl)cc2)c2nc3ccccc3nc21,0.0,-43,1.4,2.6,0.1,1,0.6,-152,-1.2,9,0.5
Cc1cc(C)c(S(=O)(=O)N2CCN(C(=O)c3cccs3)CC2)c(C)c1,0.2,1,-0.7,2.2,-2.3,-5,-0.5,2,-1.7,-4,-3.4
CC1=NNC(=O)C1CC(=O)N/N=C/C(C)=C/c1ccccc1 (centres undefined),-2.1,1,-1.6,1.4,2.0,0,0.2,2,-1.4,-3,-0.6
O=C(NC(=S)NCc1cccnc1)c1ccccc1[N+](=O)[O-],-2.1,3,-1.0,0.5,-0.7,0,-0.7,7,-1.7,3,3.7
Cc1cc2c(c(C)c1CCO[C@@H]1O[C@H](CO)[C@@H](O)[C@H](O)[C@H]1O)C(=O)[C@@H](C)[C@@H]2O,0.1,1,-0.8,0.0,-0.7,1,0.2,-2,-0.6,2,1.0
Cc1cccc(C)c1OCCN1C(=O)NC(C)(c2ccccc2)C1=O (centres undefined),1.2,-2,-2.0,0.4,-1.5,-2,-0.3,1,-2.4,-6,-3.2
Cc1ccsc1C(=O)N1CCC1(C)C(=O)NS(=O)(=O)c1ccc(C#N)cc1 (centres undefined),-3.0,0,nt,3.0,0.4,-1,-0.2,-13,-0.6,1,-1.1
Cc1cnccc1CN(C)C(=O)C1CCC(=O)N(Cc2ccccc2F)C1 (centres undefined),-0.5,0,0.9,0.2,-2.0,0,-0.4,-4,-1.0,2,0.4
Cc1ccccc1NC(=S)NC(C)CCc1ccccc1 (centres undefined),-0.6,2,-0.5,1.8,-3.1,1,0.0,3,-1.2,0,-2.8
Cc1c(CC(=O)O)c(=O)oc2cc(OCc3ccc(F)cc3F)ccc12,2.5,-363,0.9,1.0,-0.4,3,0.2,i,-1.2,6,-2.2
COC(=O)c1ccc(CNC(=O)CSc2nnc(COc3ccccc3)n2C)o1,0.2,-8,0.5,-1.2,-0.8,-1,0.1,-12,-1.5,8,1.6
COCCN(C(=O)COC(=O)CNC(=O)c1ccc(C)cc1)c1c(N)n(Cc2ccccc2)c(=O)[nH]c1=O,-1.4,-1,0.5,-0.1,0.4,4,0.5,-5,-1.1,1,-0.4
Cc1nc(SCc2nc3ccccc3[nH]2)c2oc3cc(Br)ccc3c2n1,1.1,-4,1.5,3.5,2.9,0,0.4,-9,-0.5,1,-2.4
CCCCCCN1C[C@@H](O)[C@H](n2cc(C3CC3)nn2)C[C@@H]1c1ccc(Cl)cc1,-1.4,-4,1.1,1.3,-0.3,-3,-0.8,-1,-1.0,-9,-5.8
CCn1cc(C(=O)N2CCN(c3ccc(OC)cc3)CC2)c(=O)c2cc(S(=O)(=O)N3CCCCC3)ccc21,-1.9,1,1.5,-0.5,-1.3,2,1.0,4,-0.5,0,0.1
Cc1ccccc1NC(=S)Nc1cccc2cnccc12,-1.2,-5,-0.6,0.6,0.5,-5,-1.4,-7,-1.7,-2,-1.5
CCN1C(=O)[C@H]2[C@H]3CN=C(SCc4ccc(Cl)cc4)N3[C@@](C)(C(=O)OC)[C@H]2C1=O,0.1,-1,-0.3,1.2,-1.2,-1,0.7,-13,-1.1,2,-1.1
CCN(C(=O)COC(=O)/C=C/c1ccco1)c1c(N)n(Cc2ccccc2)c(=O)[nH]c1=O,-1.4,-3,-1.4,0.1,2.4,-1,1.2,-31,-1.0,2,0.0
